# Bioassay records: PubChem BioAssay, several laboratories
# PMI activator: activators of human PMI, primary screen, biochemical, fluorescence intensity, near-Km mannose 6-phosphate | 190,000 tested, 0.005% active | activation factor at 20 µM | purified human PMI, coupled resazurin fluorescence, 20 min; hits give high values; 1 = vehicle control, 0 substrate-free wells | Mannose-6-phosphate isomerase (Homo sapiens), P34949 | AID 1214, 2008;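 active = activation factor of 2 or more at 20 µM, relative to plate controls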
# SRC2 TRFRET art: TR-FRET signal artefacts, primary screen, artefact control for PPARgamma SRC-2 agonist project, biochemical | TR-FRET artefact counter-screen; hits give high values | TR-FRET ratio at 8 µM | 200,000 tested, 0.4% active | AID 1049, 2008; in the data active = TR-FRET ratio above about 2000; note: inactives centre near 1500
# Diaph act CS: compounds boosting diaphorase resazurin reduction – biochemical, uHTS, resorufin fluorescence, counter-screen for diaphorase-coupled primary assays, primary screen; Diaphorase/resazurin coupled assay, 16 min; hits give high values; 1 = vehicle wells, 0 = NADH-free wells; activation factor at 20 µM; 190,000 tested, 0.005% active; AID 1229, 2008;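 active = diaphorase activity raised at least twofold by the compound at 20 µM; inactive = activation factor below 2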
#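 test system = bacterial diaphorase enzyme (C. kluyveri) | quantity = enzyme 0.07 U/mL final | reagent = NADH substrate 0.114 mM plus resazurin dye 0.1 mM, final | incubation = 16 min enzyme reaction, ambient temperature | buffer or medium = HEPES pH 7.4 buffer with MgCl2 and Tween 20 | signal = fluorescence of resorufin, 544 nm excitation, 590 nm emission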
# ROMK primary: ROMK potassium channel modulators, primary screen, cell-based, thallium flux, MLSMR library. B-score at 10 µM. Tet-inducible ROMK, thallium flux fluorescence; actives lie on both sides. 130,000 tested, 2% active;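 active = signal ratio slope over the read window, or its plate-corrected B-score, at least 3 SD from the plate mean, either direction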;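 note: B-score of the F/F0 ratio slope over 7 to 12 s after thallium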
# Diaphorase inh: diaphorase inhibitors and chemical oxidizers, primary screen, counter-screen for diaphorase-coupled primary assays, biochemical, uHTS, resorufin fluorescence; AID 1217, 2008; inhibition, % at 20 µM; diaphorase resazurin-to-resorufin fluorescence, NADH, 16 min; bacterial (C. kluyveri) enzyme, not human; 190,000 tested, 0.69% active;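 active = primary screen inhibition at 20 µM above a set limit, cut at about 50% in these data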;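 note: plate controls were DMSO with full reaction for no effect and wells lacking NADH for full effect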
#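 Benchmarks: positive control wells lacking NADH, neutral wells with DMSO only. System: bacterial diaphorase enzyme (C. kluyveri). Input: 0.14 U/mL diaphorase, enzyme working solution. Detection: resorufin fluorescence, excitation 544 nm, emission 590 nm. Times: 16-min room-temperature incubation before reading.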
# PPARg SRC2 recr: agonists of PPARg-SRC-2 recruitment, primary screen, biochemical, HTS. AID 1032, 2008. activation, % at 8 µM. 200,000 tested, 0.34% active. PPARgamma LBD-SRC-2 recruitment; in the data active = activation above about 22%;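 note: 0% = vehicle and 100% = reference agonist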
# Target sequence (P37231 whole entry, looked up, the tested form may be a part): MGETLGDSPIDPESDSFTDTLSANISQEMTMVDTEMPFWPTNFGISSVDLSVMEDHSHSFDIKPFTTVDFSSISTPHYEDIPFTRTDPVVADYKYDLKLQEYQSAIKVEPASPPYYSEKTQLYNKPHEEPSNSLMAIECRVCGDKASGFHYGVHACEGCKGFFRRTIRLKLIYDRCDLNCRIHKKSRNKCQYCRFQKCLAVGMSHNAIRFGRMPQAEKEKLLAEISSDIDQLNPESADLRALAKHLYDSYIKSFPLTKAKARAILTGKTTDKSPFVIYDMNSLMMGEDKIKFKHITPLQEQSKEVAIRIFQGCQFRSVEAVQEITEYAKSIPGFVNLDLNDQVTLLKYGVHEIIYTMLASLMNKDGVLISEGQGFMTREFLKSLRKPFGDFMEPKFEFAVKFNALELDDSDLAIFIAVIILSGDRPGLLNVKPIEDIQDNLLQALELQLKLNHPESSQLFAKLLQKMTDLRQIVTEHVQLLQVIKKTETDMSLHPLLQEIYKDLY
# PPARg SRC3 recr: PPARgamma agonists recruiting SRC-3 coactivator, primary screen, biochemical. AID 731, 2007. 200,000 tested, 0.26% active. activation, % at 8 µM. biochemical PPARgamma/SRC-3 coactivator recruitment assay. Peroxisome proliferator-activated receptor gamma (Homo sapiens), P37231; in the data active = activation above about 23%;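 note: 0% = DMSO and 100% = reference agonist; some compounds past the cut are filed as inactive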
# G6PDH counter: L. mesenteroides G6PDH inhibitors, counter-screen for G6PDH-coupled screening assays, biochemical, Leuconostoc mesenteroides enzyme. inhibition, % at 5 µM. 200,000 tested, 0.12% active. AID 1020, 2008. Purified L. mesenteroides G6PDH, diaphorase/resazurin coupled fluorescence, 45 min. glucose-6-phosphate dehydrogenase [Leuconostoc mesenteroides]; in the data active = inhibition above about 50%
# S1P3 antag: S1P3 receptor antagonists, primary screen, cell-based. CHO S1P3 NFAT-BLA reporter, FRET fluorescence, antagonist mode. inhibition, % at 4.98 µM. 170,000 tested, 0.27% active. AID 485, 2006;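 active = inhibition above the plate cutoff, the mean inhibition of test wells on that plate plus 3 SD, cut at about 28% in these data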;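 note: cells challenged with S1P at its EC80 of 0.8 µM; blue over green emission ratio from cleaved BLA substrate after 4 h stimulation; 0% = S1P-stimulated wells and 100% = unstimulated DMSO-only wells; some compounds past the cut are filed as inactive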
# Target sequence (Q99500 whole entry, looked up): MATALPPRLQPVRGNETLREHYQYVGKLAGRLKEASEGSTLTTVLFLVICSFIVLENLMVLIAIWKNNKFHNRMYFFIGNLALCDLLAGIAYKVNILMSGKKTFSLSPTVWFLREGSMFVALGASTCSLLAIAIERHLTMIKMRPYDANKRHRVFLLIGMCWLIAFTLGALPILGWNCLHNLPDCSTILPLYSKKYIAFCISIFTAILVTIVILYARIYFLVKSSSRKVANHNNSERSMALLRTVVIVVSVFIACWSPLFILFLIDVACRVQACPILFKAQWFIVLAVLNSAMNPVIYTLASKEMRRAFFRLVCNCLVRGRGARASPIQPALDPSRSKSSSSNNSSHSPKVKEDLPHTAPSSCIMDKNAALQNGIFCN
# PPARg SRC1 recr: PPARgamma agonists recruiting SRC-1 coactivator, primary screen, biochemical | Peroxisome proliferator-activated receptor gamma (Homo sapiens), P37231 | PPARgamma-SRC-1 coactivator recruitment biochemical assay | activation, % at 8 µM | 200,000 tested, 0.41% active | AID 631, 2007; in the data active = activation above about 19%;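 note: 0% = DMSO and 100% = reference agonist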
# PMI act satM6P: human PMI activators, high substrate, primary screen, biochemical, fluorescence intensity, near-saturating mannose 6-phosphate | 190,000 tested, 0.34% active | activation factor at 20 µM | Mannose-6-phosphate isomerase (Homo sapiens), P34949 | coupled PMI enzyme assay, resazurin fluorescence, 20 min; hits give high values; 1 = untreated enzyme, 0 = substrate-free blank;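 active = activation factor of 2 or more at 20 µM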
#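 Technique: Diaphorase-driven resazurin-to-resorufin fluorescence, excitation 544, emission 590 nm | Assay system: Human PMI in coupled enzyme assay | Times: Enzyme reaction with compound 20 min at room temperature | Medium: HEPES-buffered pH 7.4 with magnesium and detergent | Reagent: Mannose-6-phosphate 1.0 mM (near-saturating) plus 0.22 mM NADP+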
# Active calls of the source: *; . = not tested or not shown.
structure,PPARg SRC3 recr,Diaph act CS,SRC2 TRFRET art,G6PDH counter,S1P3 antag,Diaphorase inh,PPARg SRC1 recr,PMI act satM6P,PPARg SRC2 recr,ROMK primary,PMI activator
CCOC(=O)C1=C(N)OC2=C(C(=O)CCC2)C1c1ccccc1OC (stereo not given),-5.5,.,1499,2.2,-7.9,.,-2.6,.,0.9,-0.329,.
O=S(=O)(Nc1ccc2cn[nH]c2c1)c1ccc(Cl)s1,2.5,1,1458,0.9,-16.0,-4.1,-2.5,0.9,-0.3,-0.293,1
CCS(=O)(=O)c1ccc(-c2csc(-c3ccccc3)n2)c(Cl)c1Cl,1.0,1,1746,-19.1,.,3.7,0.6,0.9,-4.1,.,0.9
C#CCOCCOCCOCCNc1nc(N2CCN(C(=O)C(Cc3ccc(O)cc3)n3cc(C(N)CC(C)C)nn3)CC2)nc(N2CCN(C(=O)C(Cc3cc4ccccc4[nH]3)n3cc(C(N)C(C)CC)nn3)CC2)n1 (stereo not given),-0.8,1.3,1614,-1.5,-7.2,-34.5,-4.9,1.2,-2.7,.,1.3
Cc1cc(C)n(CC(O)Cn2c3ccccc3c3ccccc32)c(=O)n1 (stereo not given),-0.1,0.8,1666,-5.6,1.0,18.2,7.5,1,-4.6,0.031,1
COc1ccc(CN(CC(=O)NCc2ccccc2)C(=O)c2csnn2)cc1,-0.8,1.1,1410,6.3,-19.1,-5.1,-3.5,1,-2.1,0.99,0.9
COc1cc(S(=O)(=O)N(CCc2ccccc2)Cc2cccs2)ccc1-n1cnnn1,12.4,0.9,1547,4.9,.,13.3,1.5,1,-2.1,.,1
O=C(CSc1nc2ccccc2[nH]1)N1CCN(C(=O)c2ccco2)CC1,2.5,1,1490,2.4,-4.8,3.5,5.1,1.3,5.9,0.499,1
Cn1cnc2cc(OC(=O)c3ccccc3)ccc21,7.3,0.9,1576,-1.9,-15.8,14.4,5.5,1,5.5,0.074,0.9
O=C(COc1cccc2ccccc12)N1c2ccccc2CCc2ccccc21,-2.6,0.9,1552,9.8,.,14.5,4.3,0.9,-8.2,.,1
CC(=O)Nc1ccccc1C(=O)C(=O)Nc1ccc(C(=O)N2CCOCC2)cc1,2.8,1.3,1504,8.5,-2.5,-27.9,4.0,1.3,-1.8,-0.237,1.3
CCCCNC(=S)NNC(=O)c1ccoc1C,5.5,1,1518,3.4,.,3.7,-4.8,1,5.3,.,1
COc1ccc(CCN(Cc2cc3cc4c(cc3[nH]c2=O)OCO4)C(C)=O)cc1OC,.,0.8,.,5.2,-12.7,17.2,.,0.9,.,.,0.9
COc1ccc(CCN(Cc2ccccn2)C(=S)Nc2cccc(SC)c2)cc1OC,3.9,0.7,1586,12.3,-6.6,25.9,7.1,0.8,8.8,-0.609,0.8
Clc1ccc2nncn2n1,-4.2,0.9,1622,3.7,-13.4,9.5,1.0,1,4.7,0.0591,1
Cc1ccc(CN=c2c([N+](=O)[O-])nn(-c3cccc(Cl)c3)n2O)cc1,8.2,0.9,1681,1.8,-7.2,6.5,8.6,1,1.8,-1.9,1
O=C(CSc1nnc(-c2ccoc2)o1)N1CCOCC1,-2.0,1.3,1443,17.2,-0.6,-26.2,6.4,1,2.0,-0.197,1.1
CCOC(=O)c1cnn(-c2ccccc2)c1NC(=O)c1ccccc1,-0.1,0.9,1589,1.4,-21.4,7.8,4.4,1,9.3,1.29,1
N#Cc1ccc(C(=O)NC2CCCc3ccccc32)cc1 (stereo not given),1.8,0.8,1547,9.5,-11.5,15.1,-12.3,1,-5.4,2.6,1.1
Cc1cc(=O)[nH]c(SCC(=O)c2c(N)n(C)c(=O)n(C)c2=O)n1,-5.5,0.9,1388,5.1,.,7.8,-7.4,1,-3.7,0.229,1
COC(=O)c1sc(NC(=O)CSc2nncs2)c(C(=O)OC)c1C,2.6,0.8,1355,-26.6,.,17.2,1.5,0.9,0.1,-0.0587,0.9
O=C(CNC(=O)c1ccccc1C(=O)O)c1ccccc1,-12.3,1,1525,10.7,-5.3,2.4,8.5,1.5,-3.0,.,1.5
Cc1cc(C(=O)CSc2nc(N)cc(N)n2)c(C)n1-c1cccc(C(F)(F)F)c1,5.9,0.8,1568,0.5,1.1,24.0,3.8,0.9,-1.5,-0.186,0.8
Cc1ccc(OCCN2C(=O)c3ccccc3C2=O)c([N+](=O)[O-])c1,1.7,1,1535,4.5,-18.6,4.0,9.3,1,-1.1,0.426,1
Cc1ccc(CCc2nnc(SCC(=O)Nc3ccccc3Cl)n2-c2ccccc2)o1,-1.4,0.8,1731,-22.5,8.2,17.8,2.2,1,10.0,.,0.9
Cc1ccc(C)c(NC(=O)c2ccc(N(C)S(C)(=O)=O)cc2)c1,-5.8,1,1475,3.0,.,1.7,-2.0,1,7.0,.,1.1
COc1cccc(OC)c1C(=O)NNC(=O)c1ccc(F)cc1,1.3,0.9,1740,22.0,-11.1,6.2,6.6,1,8.3,0.764,1
NCCCC[C@H](NC(=O)C1CCNCC1)c1nnc([C@@H](N)CO)o1,-3.5,1,1671,5.8,-20.5,-0.6,6.8,1.1,6.1,.,1
CC1Cc2ccccc2N1C(=O)CNc1ccccc1N1CCCCC1 (stereo not given),-5.3,0.8,1501,0.1,5.2,21.6,6.8,0.8,2.9,0.108,1.1
COC(=O)CSc1nnc(CNc2ccc(Cl)cc2)n1-c1ccccc1,9.0,0.9,1551,6.6,.,10.2,5.8,0.9,4.0,.,1.1
O=C(NCc1cccs1)c1noc2c1CCCC2,-1.8,0.9,1502,3.5,-1.3,5.9,3.8,1,1.2,0.112,1
Cc1ccccc1-c1nc(SCc2ccccn2)c2c(=O)n(C)c(=O)n(C)c2n1,0.2,1,1221,-0.3,-20.0,0.0,0.8,1,-3.4,.,1
COc1ccc(NC(=O)C2=Cc3ccccc3OC2)cc1,0.8,0.9,1652,-6.1,-12.3,11.1,4.7,1,0.0,0.262,0.9
CC(NCc1ccc(-c2ccccc2)cc1)C(O)c1ccccc1 (stereo not given),-0.4,1,1461,-5.8,5.6,4.7,-3.6,1,-8.6,.,1
CS(=O)(=O)N1CC(C(=O)NN)Oc2ccc(Cl)cc21 (stereo not given),3.6,0.9,1498,0.8,.,11.5,-6.7,0.9,-1.9,-0.342,1
COc1ccc(C)cc1NC(=O)Cn1cnnn1,1.9,0.7,1346,8.4,-10.5,29.6,3.7,0.7,3.6,-0.378,1
N=c1c(-c2nc3ccccc3[nH]2)cc(C(=O)c2ccco2)nn1-c1ccccc1,0.6,0.9,1584,-11.0,9.1,5.9,14.0,1,-9.5,0.368,1
C/C(N)=C(/C#N)C(=O)COC(=O)CNC(=O)c1ccc(Cl)cc1Cl,1.2,1,1592,1.5,-19.4,0.9,6.5,1,-2.7,0.657,1.1
O=C(CNC(=O)c1cccs1)c1ccc(F)cc1,7.9,0.9,1605,-0.7,.,6.0,-4.9,1,-0.3,0.673,1
CC(C(=O)NC1CCCC1)N(Cc1ccc2c(c1)OCO2)C(=O)c1snc(C(N)=O)c1N (stereo not given),7.5,1,1725,4.5,-25.2,-1.5,0.7,1,-1.3,.,1.1
O=C(c1ccc2[nH]c3c(c2c1)CCCC3)N1CCN(c2ccc(F)cc2)CC1,-1.9,0.8,1565,10.7,5.1,18.3,5.3,0.8,-3.7,.,0.9
COCc1c(C(=O)OCc2nc(N)nc(Nc3ccccc3C)n2)oc2ccccc12,-10.3,0.8,1535,0.0,16.7,15.3,-3.8,0.9,6.5,.,1
C/C(=N/NC(=O)C(O)(c1ccccc1)c1ccccc1)c1ccc([N+](=O)[O-])o1,1.1,1,1547,4.8,-11.2,1.3,-0.8,1.3,-9.8,-0.404,1.3
CC(=O)O/N=C1\C(=O)N(Cc2ccc(C)cc2)c2ccccc21,4.4,0.9,1671,2.8,-4.0,10.1,10.1,1,0.8,-5.22*,1.1
C=CCSc1nnc(-c2ccc(Cl)cc2Cl)o1,-0.2,1,1491,7.5,1.2,2.2,2.5,1.1,6.3,.,1
COC(=O)[C@H](C)NC(=O)COc1ccccc1,-5.0,0.9,1644,-0.5,.,6.5,0.0,1,-2.5,0.312,1
O=C(COc1ccccc1F)NC1CC1,18.4,0.8,1485,0.9,-5.5,16.6,4.8,0.9,10.8,.,0.9
CCSc1ncc(/C=N/Nc2ccccc2)n1C,5.4,0.7,1557,-20.3,.,25.1,4.7,1.8,3.0,.,1.4

# Quoted at random: 3 compounds from above
structure,PPARg SRC3 recr,Diaph act CS,SRC2 TRFRET art,G6PDH counter,S1P3 antag,Diaphorase inh,PPARg SRC1 recr,PMI act satM6P,PPARg SRC2 recr,ROMK primary,PMI activator
Cc1ccc(C)c(NC(=O)c2ccc(N(C)S(C)(=O)=O)cc2)c1,-5.8,1,1475,3.0,.,1.7,-2.0,1,7.0,.,1.1
O=C(COc1cccc2ccccc12)N1c2ccccc2CCc2ccccc21,-2.6,0.9,1552,9.8,.,14.5,4.3,0.9,-8.2,.,1
O=C(COc1ccccc1F)NC1CC1,18.4,0.8,1485,0.9,-5.5,16.6,4.8,0.9,10.8,.,0.9

# ROMK primary: what is marked active above
structure	S1P3 antag	PMI act satM6P	PPARg SRC2 recr	ROMK primary	PMI activator
CC(=O)O/N=C1\C(=O)N(Cc2ccc(C)cc2)c2ccccc21	-4.0	1	0.8	-5.22*	1.1
